KCC2 mod = modulators of human KCC2 chloride dependent transport; Q9H2X9; B-score of Tl+ flux slope (higher = more flux/activation; lower = inhibition) at 10 µM; AID 1456; hit rate 2.2% among 190,000; KCC2 cells, thallium flux FluoZin-2 fluorescence;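 active means thallium flux slope and its plate-corrected score both differing from the plate sample mean at a set confidence after two filtering rounds, in either direction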;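 further: slope of fluorescence scaled to starting intensity during 10 to 20 s after thallium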
KLK5 inh = kallikrein 5 (human) inhibition | recombinant hK5, fluorogenic AMC substrate cleavage | inhibition, % at 5 µM | hit rate 0.59% among 210,000 | AID 873;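 active means inhibition of 40% or more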;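 further: 0% = enzyme controls without compound and 100% = no-enzyme blanks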
14-3-3 Bad inh = disrupts binding of bovine 14-3-3 zeta to phospho-Bad peptide | P63103 | TR-FRET 14-3-3zeta/Dy647-pBad peptide displacement, 1 h | inhibition, % at 21.7 µM | hit rate 0.71% among 220,000 | AID 781;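 active means inhibition above about 70%, limit read from the data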;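 further: 0% = full 14-3-3 plus peptide FRET controls and 100% = background without 14-3-3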
EBV gp42 inh = EBV gp42 inhibition; hit rate 0.42% among 220,000; Q1HVG2; AID 1085; Fluorescence polarization binding assay, mP read-out; inhibition, % (tested at 21.74 µM); in the data active means inhibition above about 50%
eIF4E 4G PPI = eIF4E/eIF4G interaction inhibition in translation initiation | hit rate 0.37% among 220,000 | TR-FRET eIF4E-eIF4GI(517-606) binding, 2 h | P63073+Q04637 | inhibition, % at 21.7 µM | AID 782;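 further: 0% = full FRET control wells and 100% = background wells lacking eIF4GI fragment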
p47phox inh = inhibitors of human p47phox binding; p47phox/p22phox peptide binding, fluorescence polarization, 2 h; inhibition, % at 24.7 µM; hit rate 0.53% among 220,000; AID 1274;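 further: 0% = p47phox with labelled peptide and 100% = labelled peptide alone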
Target sequence (P14598 whole entry, looked up): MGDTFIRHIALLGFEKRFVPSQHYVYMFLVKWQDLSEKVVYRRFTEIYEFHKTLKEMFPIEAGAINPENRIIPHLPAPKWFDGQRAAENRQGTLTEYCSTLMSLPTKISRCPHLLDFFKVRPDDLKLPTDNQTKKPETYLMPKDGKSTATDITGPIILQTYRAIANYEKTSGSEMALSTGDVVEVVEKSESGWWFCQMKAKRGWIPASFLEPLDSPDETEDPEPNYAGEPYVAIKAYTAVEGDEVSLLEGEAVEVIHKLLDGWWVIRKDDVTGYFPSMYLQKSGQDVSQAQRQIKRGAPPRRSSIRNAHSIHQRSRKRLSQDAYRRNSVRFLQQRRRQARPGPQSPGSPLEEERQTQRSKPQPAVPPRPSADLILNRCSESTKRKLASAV
Thrombin inh = blocks human thrombin protease activity; P00734; alpha-thrombin, Boc-VPR-AMC fluorogenic substrate cleavage; inhibition, % at 5 µM; hit rate 0.26% among 220,000; AID 1046;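 active means inhibition at or above 40%; inactive means inhibition below 40%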;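 further: 0% = enzyme with no compound and 100% = wells without enzyme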
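Test system: human alpha-thrombin; medium: pH 7.5 Tris-saline with Tween 20; times: reaction at room temperature; signal: AMC fluorescence at 355 nm excitation and 460 nm emission; also added: Boc-VPR-AMC substrate, 15 µM final; dosing: one concentration per compound, 5 µM, with 0.2% DMSO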
Furin inh = blocks human furin protease activity; P09958; purified furin, fluorogenic substrate cleavage; inhibition, % at 30 µM; hit rate 0.061% among 220,000; AID 463115; in the data active means inhibition above about 25%; further: inactives centre near -15
Target sequence (P09958 108-714 limits assumed): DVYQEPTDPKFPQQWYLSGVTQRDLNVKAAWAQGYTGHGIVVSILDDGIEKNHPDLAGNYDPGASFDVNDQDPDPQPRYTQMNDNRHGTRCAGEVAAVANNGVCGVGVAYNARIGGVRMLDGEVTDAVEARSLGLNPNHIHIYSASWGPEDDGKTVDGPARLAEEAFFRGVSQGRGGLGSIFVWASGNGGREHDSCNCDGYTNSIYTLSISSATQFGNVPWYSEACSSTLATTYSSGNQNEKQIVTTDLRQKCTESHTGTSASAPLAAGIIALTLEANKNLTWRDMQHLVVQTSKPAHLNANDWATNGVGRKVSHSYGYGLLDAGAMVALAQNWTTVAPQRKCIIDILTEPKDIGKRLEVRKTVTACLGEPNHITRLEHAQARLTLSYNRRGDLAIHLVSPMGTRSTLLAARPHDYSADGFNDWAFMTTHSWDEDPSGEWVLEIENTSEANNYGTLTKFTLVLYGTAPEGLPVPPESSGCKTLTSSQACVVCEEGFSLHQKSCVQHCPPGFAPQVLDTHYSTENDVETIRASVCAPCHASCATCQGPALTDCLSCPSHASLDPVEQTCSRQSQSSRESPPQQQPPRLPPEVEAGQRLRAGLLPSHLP
Rad51 HR inh = blocks human Rad51 in homologous recombination; inhibition, % at 10 µM; Q06609; hit rate 0.085% among 200,000; hRad51 DNA strand exchange, fluorescence dequenching;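 active means inhibition above 40% at the single screening dose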;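 further: 0% = DMSO control wells and 100% = blanks with heterologous ssDNA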
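System: human Rad51 nucleoprotein filaments preassembled on unlabelled ssDNA. Reagent: labelled 47-mer dsDNA for strand exchange. Schedule: 30-min compound preincubation and 15-min exchange, both room temperature. Measured by: FRET fluorescence dequenching, excitation 485 nm, emission 520 nm. Read-out: Fluorescence-based percent inhibition, control- and blank-normalised. Benchmarks: plate controls and plate blanks.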
* marks the source's active call; other numbers are inactive results; · = not tested or not shown; [ ] = dose if it differs, or a comment.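 How the source made its calls, unless noted: active means inhibition above about 30% (limit read from the data); inactive means the rest.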

SMILES | KCC2 mod | KLK5 inh | 14-3-3 Bad inh | EBV gp42 inh | eIF4E 4G PPI | p47phox inh | Thrombin inh | Furin inh | Rad51 HR inh
O=C(NCc1ccco1)c1cc(-c2cccc(Cl)c2)on1 | -0.0098 | 4 | -6 | -14 | -3 | -19 | -19 | -27 | 6
O=C(Nc1nnc(CCN2CCCCC2)s1)C1CCCCC1 | -0.36 | -27 | 13 | -6 | -5 | 11 | 0 | 16[20 µM] | 1
O=C(OCc1cccc2ccccc12)C1CC(=O)N(c2ccccc2)C1 (stereo not drawn) | · | -8 | -13 | -18 | -1 | -6 | 2 | -13[20 µM] | -2
O=C(CSc1ncnc2c1oc1ccccc12)OCc1ccccc1 | -1.6 | -3 | 1 | -12 | -6 | -146 | -4 | -23 | 2
CC(C)C(=O)Nc1nnc(CCN2CCOCC2)s1 | · | -12 | -5 | -24 | 2 | -17 | 3 | -22[20 µM] | 2
COCc1cc(N2CCOCC2)nc(SCc2ccc(Cl)cc2)n1 | 0.16 | -8 | -14 | -5 | 4 | -11 | -12 | -24 | -8
O=c1[nH]snc1N1CCOCC1 | 0.099 | -22 | -8 | -12 | 3 | -2 | -2 | -31 | 1
CCOC(=O)CSc1ncnc2c(C(=O)OCC)c3n(c12)CCC3 | -0.8 | -16 | 23[fluorescence artefact?] | 0 | 9 | 5 | -1 | -26 | -7
COc1cccc(C2NC(c3cccc(OC)c3O)C(C)C(=O)C2C)c1O (stereo not drawn) | -1.5 | 0 | -8 | -1 | -2 | -12 | -6 | -15[20 µM] | -2
CC1=CC(=C(C#N)c2nc3ccccc3s2)C=C(C)N1c1ccc(F)cc1F | -1.1 | 1 | -7[fluorescence artefact?] | 176* | 1 | -51 | -9 | 0 | -18
Cn1nc(-c2ccc(N3CCN(CCO)CC3)c([N+](=O)[O-])c2)c2ccccc2c1=O | -0.35 | 1 | -9 | -14 | 0 | -7 | -13 | -25 | 0
COC(=O)C(NC(=O)c1ccc(C)cc1)(Nc1cccc(C)n1)C(F)(F)F (stereo not drawn) | -1.7 | -8 | -4[fluorescence artefact?] | -18 | 4 | -10 | 4 | -20[20 µM] | 10
Cc1cc(C)c2c(N)c(C(=O)c3ccc(Br)cc3)oc2n1 | 0.27 | 4 | -4 | 11 | -3 | -10 | 2 | -4 | -12
COCCCNCC#CCOc1ccc(OC)cc1 | 0.055 | 9 | 25 | -3 | 3 | 6 | 3 | -5 | -4
O=C(CCNc1ccc(F)c(Cl)c1)c1ccco1 | · | 2 | 9[fluorescence artefact?] | 15 | 4[fluorescence artefact?] | -3 | 5 | -9 | -6
Cc1cccnc1NC(=O)Nc1cccs1 | 0.58 | -3 | -2[fluorescence artefact?] | -1 | 3[fluorescence artefact?] | -5 | -6 | -8[20 µM] | -3
C=CCc1cc(Cl)ccc1OCCOCCN(C)C | -0.29 | -20 | 54 | -11 | -4 | -14 | 0 | -13 | -3
COC(=O)c1ccc(COn2c(=O)c(C)[n+]([O-])c3ccccc32)cc1 | -0.23 | -28 | 10 | -2 | 4 | -16 | -3 | -17[20 µM] | 1
CCOC(=O)c1c(C)c2c(n1C)CCC/C2=N\O | 1.5 | -1 | 3 | -27 | -4 | -6 | -1 | -21 | 0
Cc1cccnc1NC1CCCCC1 | 1.9 | 1 | 8 | -13 | 1 | -7 | 14 | -11 | -5
Cn1c(=O)n(C)c2cc(S(=O)(=O)N3CCOCC3)ccc21 | 0.28 | 5 | 1 | -8 | 0 | -9 | -3 | -22[20 µM] | 2
CCN1CCCC1CN(Cc1cc2cc(C)ccc2[nH]c1=O)C(=O)Nc1ccccc1OC (stereo not drawn) | -0.3 | -16 | 21 | -11 | 6 | -16 | 10 | -31 | 2
NC(=O)c1ccccc1NS(=O)(=O)c1ccc(F)cc1 | 1 | 2 | 10 | -7 | 4 | 4 | -12 | -20 | -23
N#CC(C(=O)OC1CCCCC1)c1nc2ccccc2nc1N1CCOCC1 (stereo not drawn) | 0.58 | -3 | 1 | 33 | 3 | -8 | 7 | -9 | -7
O=C(c1ccco1)N1CCN(C(=O)C2CC(c3ccc(Cl)cc3)=NO2)CC1 (stereo not drawn) | -0.35 | -3 | -12 | 5 | 13 | 6 | -4 | -12[20 µM] | 3
c1ccc(Cn2c(Nn3cnnc3)nc3ccccc32)cc1 | -0.36 | -15 | 5 | -17 | 2 | -6 | -1 | -15[20 µM] | 4
Cc1cc(C)c(C(=O)Nc2ccc(Br)c(C(F)(F)F)c2)c(C)c1 | -0.16 | -20 | -7 | -3 | 0 | 0 | -11 | -10 | 3
CCCC(=O)n1nc(-c2cccnc2)nc1NCc1cccs1 | -0.79 | · | -2 | -11 | 1 | -4 | 100* | -16 | ·
COc1ccc(CCCC(=O)Nc2ccccc2F)cc1 | 0.04 | -9 | 2[fluorescence artefact?] | -13 | 14[fluorescence artefact?] | 2 | -10 | -20 | -4
O=C(Cn1nnc2ccccc21)c1cccc([N+](=O)[O-])c1 | 0.087 | -15 | 1[fluorescence artefact?] | -13 | -1 | -5 | 0 | -24 | ·
CCCCc1ccc(-c2ccc(Br)cc2O)nc1 | · | -34 | -10[fluorescence artefact?] | -17 | -26[fluorescence artefact?] | -9 | -1 | -21[20 µM] | 5
COCCNC(=O)CSC1=N/C(=C/c2ccc(Cl)c(Cl)c2)C(=O)N1c1ccccc1F | -0.52 | -6 | 4 | -7 | 0 | -10 | -3 | 1 | 0
Cc1ccc(S(=O)(=O)CCC(=O)NCc2ccc(Cl)cc2)cc1 | 0.4 | -4 | 7 | -15 | -1 | -20 | -5 | -24 | -2
O=C(C1CCC(C(=O)N2CCCCC2)CC1)N1CCCCC1 (stereo not drawn) | -0.33 | 3 | -2 | -14 | 7[fluorescence artefact?] | -12 | -5 | -13[20 µM] | ·
N#Cc1nc(-c2ccc(F)cc2)oc1NCc1cccc2c1OCO2 | 0.45 | -5 | -4 | -3 | -1 | -11 | -7 | -24 | -6
O=C(Nc1ccccc1)c1cccc(N2CCCC2=O)c1 | 0.24 | 28 | 6 | -4 | -1[fluorescence artefact?] | -7 | -6 | -15[20 µM] | 0
CCOc1ccc(CN2CCN(Cc3cccn3-c3ncccn3)CC2CCO)cc1 (stereo not drawn) | · | · | -7 | -25 | 0 | -12 | -2 | -20 | 19
O=C(Nc1ccc(O)cc1)/C(=C/c1ccco1)NC(=O)c1ccccc1 | 0.67 | 0 | -10 | -9 | 1 | -3 | -2 | -10 | -2
Cc1cc(C)n(-c2ccc(Cl)c(C(=O)O)c2)n1 | 0.91 | -3 | 7 | -2 | -1 | 1 | 1 | -14 | 6
CCOC(=O)C1CCN(C(=O)Nc2cc(Cl)cc(Cl)c2)CC1 | -4.6 | -2 | 8 | -2 | 2 | -29 | -2 | -10 | 12

Quoted from the results shown, 7 compounds:
SMILES | KCC2 mod | KLK5 inh | 14-3-3 Bad inh | EBV gp42 inh | eIF4E 4G PPI | p47phox inh | Thrombin inh | Furin inh | Rad51 HR inh
Cn1c(=O)n(C)c2cc(S(=O)(=O)N3CCOCC3)ccc21 | 0.28 | 5 | 1 | -8 | 0 | -9 | -3 | -22[20 µM] | 2
CCN1CCCC1CN(Cc1cc2cc(C)ccc2[nH]c1=O)C(=O)Nc1ccccc1OC (stereo not drawn) | -0.3 | -16 | 21 | -11 | 6 | -16 | 10 | -31 | 2
NC(=O)c1ccccc1NS(=O)(=O)c1ccc(F)cc1 | 1 | 2 | 10 | -7 | 4 | 4 | -12 | -20 | -23
N#CC(C(=O)OC1CCCCC1)c1nc2ccccc2nc1N1CCOCC1 (stereo not drawn) | 0.58 | -3 | 1 | 33 | 3 | -8 | 7 | -9 | -7
O=C(c1ccco1)N1CCN(C(=O)C2CC(c3ccc(Cl)cc3)=NO2)CC1 (stereo not drawn) | -0.35 | -3 | -12 | 5 | 13 | 6 | -4 | -12[20 µM] | 3
c1ccc(Cn2c(Nn3cnnc3)nc3ccccc32)cc1 | -0.36 | -15 | 5 | -17 | 2 | -6 | -1 | -15[20 µM] | 4
Cc1cc(C)c(C(=O)Nc2ccc(Br)c(C(F)(F)F)c2)c(C)c1 | -0.16 | -20 | -7 | -3 | 0 | 0 | -11 | -10 | 3

Carrying on.
SMILES | KCC2 mod | KLK5 inh | 14-3-3 Bad inh | EBV gp42 inh | eIF4E 4G PPI | p47phox inh | Thrombin inh | Furin inh | Rad51 HR inh
O=C(NC(=O)c1cnccc1C(F)(F)F)Nc1ccccc1 | -0.85 | 6 | -2 | -4 | -1 | -11 | -3 | -25 | 4
COc1cc(Nc2cc(C)nc3ncnn23)cc(OC)c1 | 0.068 | -7 | -1 | -7 | -1 | 9 | -2 | -25 | 0
CCCCCCCOC(=O)c1nc(Cl)c(Cl)c(N)c1Cl | -0.061 | -2 | -3 | 4 | 8 | 1 | -7 | -10 | -12
Cc1ccc(NC(=O)c2cc(N3C(=O)CCC3=O)ccc2N2CCCCC2)cc1 | · | 0 | 5 | -11 | 4 | -9 | -13 | -25 | 0
O=C(O)c1cc(-c2ccc(O)cc2)on1 | 0.088 | 2 | 79* | -13 | -1 | 5 | 0 | -10 | -1
O/N=C/c1nc2cc(Cl)ccc2o1 | 0.84 | -10 | 2 | 10 | 5 | -23 | -7 | -11 | 1
COc1cccc(OC)c1C(=O)N1CCOCC1 | -0.67 | -21 | -3 | 8 | 4[fluorescence artefact?] | 6 | 2 | -1[20 µM] | -9
CCOc1ccc(C(=O)Nc2ccc(N3CCN(C)CC3)cc2)cc1[N+](=O)[O-] | -0.052 | 3 | -7 | -8 | 1 | 1 | 3 | -18 | -18
CCCOc1ccc(/C(O)=C2/C(=O)C(=O)N(CCCn3ccnc3)C2c2cccnc2)cc1 (stereo not drawn) | 1 | 1 | 4 | -15 | -2 | -10 | 0 | -15 | 25
COc1cccc(-c2nnc(SCC(=O)N3CCOCC3)o2)c1 | -1.7 | 4 | 9 | -30 | -3 | 9 | 0 | -18[20 µM] | -2
CC1(C(=O)O)C=CC2(CCCCC2)N1C(=O)c1ccccc1 (stereo not drawn) | 0.24 | -7 | 1 | -14 | -4 | -16 | -7 | -16 | -3
COc1ccc(N2CCN(c3ncnc4c3nnn4Cc3ccccc3Cl)CC2)cc1 | -0.069 | -4 | -10 | -2 | 2 | 11 | 6 | -6[20 µM] | -2
CC(C)C(=O)NC(=S)/C=C1/N(C)c2ccccc2C1(C)C | · | 3 | -11 | -24 | -6 | -167 | -7 | 1 | 12
CN(N)C(=S)Nc1ccc(F)cc1 | -0.65 | -2 | -5 | -8 | -5 | -6 | -5 | -24 | -4
C=CCNC(=O)C1CC(=O)N(c2ccc(OCC(=O)NCc3ccccc3)cc2)C1 (stereo not drawn) | -0.16 | -1 | -7 | -7 | 5 | -5 | 1 | -12[20 µM] | -11
CN(C)c1cccc(C(=O)N2CCCC(C(=O)c3cc(F)ccc3F)C2)c1 (stereo not drawn) | -0.5 | -1 | -5 | -8 | 2 | -10 | -6 | -24 | -2
O=C(CN(CC1CCCO1)C(=O)CCC(=O)Nc1ccccn1)NCc1ccccc1 (stereo not drawn) | 0.14 | -2 | 7 | -12 | -4[fluorescence artefact?] | -2 | 4 | -20[20 µM] | 0
O=C(COC(=O)COc1cccc2ccccc12)NCC(F)(F)F | -2.3 | 0 | -3 | -11 | 1 | -7 | -25 | -26 | 0
Cc1ccccc1NC(=S)NC(NC(=O)c1ccco1)C(Cl)(Cl)Cl (stereo not drawn) | -1.4 | -20 | -20 | 16 | 15 | -10 | -9 | -23 | 1
O=C(Nc1cc([N+](=O)[O-])ccc1F)c1cccs1 | 0.19 | -11 | -11 | -7 | 12 | 75* | -8 | -4 | 2
COc1ccc(-n2c(O)c(C=Nc3ccccc3)c3ccccc3c2=O)cc1 | 0.39 | 3 | 64 | -6 | 7 | 0 | 40* | -30 | 3
